Screening data as filed in PubChem BioAssay.
D3 ag: D3 dopamine receptor (human) agonism. D3R DiscoveRx beta-arrestin cells, luminescence, 90 min. max activation, %. actives 0.58% (n = 410,000). AID 652048; in the data active = max activation above about 30%; note: 0% is about no effect; mostly tested at two doses, the higher about 12 µM
Target sequence (P35462 whole entry, looked up): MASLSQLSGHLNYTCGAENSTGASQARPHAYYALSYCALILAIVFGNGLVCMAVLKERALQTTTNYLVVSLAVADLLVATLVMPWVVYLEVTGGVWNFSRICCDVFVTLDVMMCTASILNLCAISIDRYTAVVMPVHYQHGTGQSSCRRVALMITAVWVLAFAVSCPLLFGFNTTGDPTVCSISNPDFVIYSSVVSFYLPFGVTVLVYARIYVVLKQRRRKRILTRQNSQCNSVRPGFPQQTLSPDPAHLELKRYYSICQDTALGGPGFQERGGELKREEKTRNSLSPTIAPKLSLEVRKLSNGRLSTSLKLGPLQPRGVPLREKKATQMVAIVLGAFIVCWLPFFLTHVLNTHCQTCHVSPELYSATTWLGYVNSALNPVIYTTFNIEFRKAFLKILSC
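Agonist-mode cell screen: cells plated at 1500/well and incubated overnight at 37 °C, then exposed to library compounds for 90 min at 37 °C. Detection reagent was added for 30–60 min at room temperature, and luminescence was read.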
D3 antag: antagonists of human D3 dopamine receptor | D3R cells, DiscoveRx beta-arrestin luminescence, antagonist mode; stronger effect = lower value | max response, negative = inhibition, % | actives 2.5% (n = 360,000) | AID 652054; in the data active = max response below about -50%; inconclusive = no clear call, values can overlap the other calls; note: % is set by controls: 0 for no effect and ±100 for the full control effect; mostly tested at two doses, the higher about 12 µM
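Cells expressing the human receptor were seeded at 1500 cells/well, incubated overnight at 37 degrees C in 5% CO2, then exposed to library compounds with dopamine controls for 90 minutes at 37 degrees C before luminescent detection.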
IL-2 act: activators of IL-2. IL-2 activation reporter assay, cell-based qHTS; stimulated with anti-CD3/CD4/CD28 beads; in transgenic mouse T cells. activation, % (series mostly up to about 46 µM). actives 0.065% (n = 360,000); in the data active = activation above about 50%; inconclusive = mostly about 30% to 49%; note: 0% is about no effect
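Using fluorescent plate cytometry, EGFP and DsRed are detected in transgenic mouse T cells stimulated 18 h at 37 degrees C with antibody-coated beads after 60 min compound pretreatment.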
WRN inhibitor: inhibitors of human WRN helicase | Q14191 | WRN helicase unwinding, fluorescent forked duplex, kinetic | Potency, µM (titrated, usually from 114 µM), for inactives: at the top dose activity change, negative = inhibition, usual class: inhibitors | actives 0.46% (n = 360,000) | AID 651768; note: potency is the fitted concentration of half-maximal effect; % is set by controls: 0 for no effect and ±100 for the full control effect; nearly all actives have a fitted effect of over 55% in size
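WRN at 20 nM final was preincubated with compound for 15 min at room temperature; reaction started with 100 nM forked duplex oligonucleotide carrying fluorophore and quencher plus 2 mM ATP (final). Unwinding followed kinetically by red fluorescence (ex 525/em 598 nm).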
PI5P4Ka inh: PI5P4K alpha (human) kinase inhibition. P48426. PI5P4Kalpha enzyme, ADP-Glo luminescence, 60 min; stronger effect = lower value. max response, %. actives 1.2% (n = 330,000). AID 652105; active = max response of -50% or lower; inconclusive = between -30% and -50%; inactive = -30% or higher; note: value at the top dose of about 77 µM; % is set by controls: 0 for no effect and ±100 for the full control effect
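ADP-Glo luminescence end-point read after a 60 min room-temperature kinase reaction of PI5P4Kalpha plus substrate, initiated with ATP at 5 microM final. Buffer: 0.038 M HEPES pH 7.4, EGTA, 0.1% CHAPS, 5% DMSO.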
GLP1R inv ag: GLP-1 receptor (human) inverse agonism | actives 1.6% (n = 410,000) | P43220 | HEK293 GLP-1R CRE-luciferase, luminescence, 24 h; GLP-1R form is constitutively active | Potency, µM (titrated, usually from 38.3 µM), without a hit: top-dose activity change, negative = inhibition, most hits filed as inhibitors | AID 624417; note: potency is the fitted concentration of half-maximal effect; % is set by controls: 0 for no effect and ±100 for the full control effect; nearly all actives have a fitted effect of over 55% in size
Target sequence (P43220 whole entry, looked up): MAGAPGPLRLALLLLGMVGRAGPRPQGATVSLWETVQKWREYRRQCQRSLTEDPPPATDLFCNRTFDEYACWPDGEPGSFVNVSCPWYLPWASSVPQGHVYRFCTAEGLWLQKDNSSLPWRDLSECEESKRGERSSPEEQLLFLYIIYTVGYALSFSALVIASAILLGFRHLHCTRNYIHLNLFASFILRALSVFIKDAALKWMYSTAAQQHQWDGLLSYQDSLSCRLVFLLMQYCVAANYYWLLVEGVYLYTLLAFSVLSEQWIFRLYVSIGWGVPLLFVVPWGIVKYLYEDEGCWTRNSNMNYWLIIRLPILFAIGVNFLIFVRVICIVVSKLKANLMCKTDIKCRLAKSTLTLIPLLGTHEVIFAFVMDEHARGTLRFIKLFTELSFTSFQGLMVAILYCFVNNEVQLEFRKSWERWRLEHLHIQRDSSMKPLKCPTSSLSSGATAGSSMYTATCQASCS
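Inverse agonists were sought by their lowering of basal cAMP reporter luciferase output in HEK293 cells stably carrying constitutively active human GLP-1R, after 24 h compound treatment.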
PLK1 PBD inh: blocks phosphopeptide binding to human PLK1 polo-box domain | Plk1 PBD binding of FITC phosphopeptide, fluorescence polarization | Potency, µM, inactives show max response, negative = inhibition, most hits filed as inhibitors | actives 2.8% (n = 360,000); note: potency is the fitted concentration of half-maximal effect; series mostly up to about 57 µM; % is set by controls: 0 for no effect and ±100 for the full control effect; nearly all actives have a fitted effect of over 65% in size
HEK293 tox: cytotoxicity counter-screen for GLP-1 receptor inverse agonists; HEK293 cAMP-luciferase reporter cells, luminescence, 24 h; Potency, µM (top dose mostly 38.3 µM), without a hit: at the top dose activity change, negative = inhibition, usual class: inhibitors; actives 0.13% (n = 410,000);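 note: loss of luciferase light is scored as toxicity; potency is the fitted concentration of half-maximal effect; % is set by controls: 0 for no effect and ±100 for the full control effect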
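Quantitative HTS format, 1536 wells, 200 cells/uL seeded. Compounds: 23 nL, 24 h, 37 °C. Detection: luciferase reagent, luminescence at 12 min RT; decreased signal taken as cytotoxic.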
GLP1R ag: GLP-1 receptor (human) agonism | P43220 | HEK293 GLP-1R CRE-luciferase, luminescence, 4-6 h; cells express a hypersensitive GLP-1R form | actives 0.007% (n = 380,000) | Potency, µM (highest dose often 45.6 µM), for inactives: at the highest dose activation, hits mostly activators; note: potency is the fitted concentration of half-maximal effect; % of control where 0% means no effect
Starred values were filed as active, the others as inactive; u = inconclusive; x = not tested or not shown; & = joins results of further samples; [ ] = another dose, or the depositor's remark. Unless noted, calls come from the whole dose curve; as a rule, active = well fitted curve in the direction sought with a large enough effect; inconclusive = small, poorly fitted or top-dose-only effect, or another doubt; inactive = no such curve, though single readings can be large; an effect the other way counts as inactive or inconclusive.

Every second line gives: D3 ag | D3 antag | IL-2 act | WRN inhibitor | PI5P4Ka inh | GLP1R inv ag | PLK1 PBD inh | HEK293 tox | GLP1R ag
CCOc1ccccc1CNCc1c(C(=O)O)n(Cc2ccccc2)c2cc(OC)ccc12
    0 | x | x | x | x | 3% | x | -2% | 0%
CC1=CN2C(=N)/C(=C/c3cn(CCCOc4ccccc4C)c4ccccc34)C(=O)N=C2S1
    3 | 2 | 2.0 | 3% | 5 | -1% | -13% | -3% | -1%
CC(C)c1ccc(C(C)NC(=O)C2CCCC2)cc1 (stereo not drawn)
    31* | -4 | 0.3 | 1% | -7 | -28% | -13% | -6% | -4%
O=C(CSc1nc2ccc(Cl)cc2[nH]1)NCCc1ccccc1
    -2 | 22 | -0.5 | 8% | 1 | u | -2% | 5% | 1%
CC(=O)Nc1cc(-c2nn(CC(=O)N3CCCCC3)c(=O)c3ccccc23)ccc1N1CCOCC1
    -13 | -30 | -1.1 | -5% | x | 43%[activator] | -12% | 1% | 2%
COc1ccc(N2CCN(S(=O)(=O)c3c(C)noc3/C=C/N(C)C)CC2)cc1
    -11 | -20 | -1.2 | -10% | -2 | 1% | -11% | -6% | -3%
O=C(c1cccs1)n1nc(-c2cccnc2)nc1NCc1ccco1
    0 | 25 | -2.0 | -8% | 3 | 36%[activator] | 2% | 0% | 7%
O=C(O/N=C/c1ccc(Br)cc1)c1ccc(F)cc1
    -18 | -15 | 0.3 | -23% | 0 | 15% | -2% | 4% | -4%
O=C(Nc1ncn[nH]1)c1ccc(Cl)c(S(=O)(=O)N2CCCCCC2)c1
    15 | 14 | 3.6 | -2% | x | 8% | -1% | 3% | -9%
CCOC(=O)c1sc2nc3n(c(=O)c2c1C)CCCCC3
    4 | 84 | 1.0 | -15% | 4 | 5% | 0% | 8% | 10%
Cc1cc(=O)n2nc(N3CCCC(C(=O)NCc4ccc(F)cc4)C3)sc2n1 (stereo not drawn)
    6 | 5 | 0.4 | 0% | 0 | 14% | -4% | 0% | -5%
COc1ccc(N2CCN(C3CCCN(C(=O)C4=C(C)OCCO4)C3)CC2)cc1 (stereo not drawn)
    -11 | -17 | -2.5 | -35% | 1 | -5% | -8% | 17% | -10%
O=C(O)c1ccc(N/N=C/c2ccc(F)c(F)c2)cc1
    -3 | -12 | -1.7 | u | -16 | u | u | -6% | -22%
COc1cccc(-c2cc(C(=O)NCCN3CCOCC3)no2)c1
    1 | -14 | -0.1 | -1% | x | 56%[activator] | 0% | -8% | -6%
Cc1cccc(C(=O)NCC(=O)N2CC=C(c3ccccc3)CC2)c1
    0 | -2 | 0.6 | -4% | -2 | u | -7% | -3% | -3%

8 structures out of the list, sorted by SMILES length, ascending.
Every second line gives: D3 ag | D3 antag | IL-2 act | WRN inhibitor | PI5P4Ka inh | GLP1R inv ag | PLK1 PBD inh | HEK293 tox | GLP1R ag
O=C(O/N=C/c1ccc(Br)cc1)c1ccc(F)cc1
    -18 | -15 | 0.3 | -23% | 0 | 15% | -2% | 4% | -4%
O=C(O)c1ccc(N/N=C/c2ccc(F)c(F)c2)cc1
    -3 | -12 | -1.7 | u | -16 | u | u | -6% | -22%
COc1cccc(-c2cc(C(=O)NCCN3CCOCC3)no2)c1
    1 | -14 | -0.1 | -1% | x | 56%[activator] | 0% | -8% | -6%
O=C(c1cccs1)n1nc(-c2cccnc2)nc1NCc1ccco1
    0 | 25 | -2.0 | -8% | 3 | 36%[activator] | 2% | 0% | 7%
Cc1cccc(C(=O)NCC(=O)N2CC=C(c3ccccc3)CC2)c1
    0 | -2 | 0.6 | -4% | -2 | u | -7% | -3% | -3%
Cc1cc(=O)n2nc(N3CCCC(C(=O)NCc4ccc(F)cc4)C3)sc2n1 (stereo not drawn)
    6 | 5 | 0.4 | 0% | 0 | 14% | -4% | 0% | -5%
CCOc1ccccc1CNCc1c(C(=O)O)n(Cc2ccccc2)c2cc(OC)ccc12
    0 | x | x | x | x | 3% | x | -2% | 0%
COc1ccc(N2CCN(S(=O)(=O)c3c(C)noc3/C=C/N(C)C)CC2)cc1
    -11 | -20 | -1.2 | -10% | -2 | 1% | -11% | -6% | -3%

Continuation.
Every second line gives: D3 ag | D3 antag | IL-2 act | WRN inhibitor | PI5P4Ka inh | GLP1R inv ag | PLK1 PBD inh | HEK293 tox | GLP1R ag
CO[C@@H]1CN(C)C(=O)c2ccc(NC(C)=O)cc2OC[C@@H](C)N(C(=O)NC2CCCCC2)C[C@H]1C
    6 | 10 | 0.7 | 2% | 1 | 24% | 1% | -4% | x
COc1ccc2cc(C(C)C(=O)N3CCC(C(N)=O)CC3)ccc2c1 (stereo not drawn)
    -3 | -9 | 0.2 | 17% | -12 | 14% | -6% | -4% | 3%
Cc1ccc(C)c(N(CC(=O)NC2CCCC2)C(=O)c2cc3cc4cc(C)ccc4nc3s2)c1
    -5 | 10 | 2.3 | -8% | x | 5% | -3% | -6% | 0%
Cc1cccc(N(C(=O)CCC(=O)Nc2cc(C)on2)C(C(=O)NC2CCCC2)c2ccncc2)c1 (stereo not drawn)
    -2 | -12 | -3.1 | 10% | 2 | 7% | -3% | -2% | 0%
CCCc1cc(N2CCCC(C(=O)Nc3cc(Cl)ccc3OC)C2)n2ncnc2n1 (stereo not drawn)
    -1 | 20 | 0.0 | -3% | x | 1% | -21% | -2% | -4%
c1cncc(C2Nc3ccccc3-c3nc4ccccc4n32)c1 (stereo not drawn)
    -4 | -11 | -2.3 | -21% | x | 1% | -10% | 10% | -3%
CC(C)[C@H](NC(=O)c1ccc(Cl)cc1Cl)C(=O)OCc1nc2ccsc2c(=O)[nH]1
    2 | 17 | 1.2 | 1% | -1 | 19% | -14% | -11% | 13%
COc1ccc(CCNS(=O)(=O)c2cccc3cccnc23)cc1OC
    -8 | 3 | -0.7 | -6% | 0 | 11% | -2% | 1% | -4%
CCOC(=O)c1c(-c2ccc(C)cc2)csc1NC(=O)CCSc1nnc2ccccn12
    20 | 9 | -2.4 | -18% | -3 | 0% | -4% | -3% | 1%
CCC(CO)Nc1ccn2nc(-c3cccs3)cc2n1 (stereo not drawn)
    -3 | -1 | -0.4 | -1% | -1 | 30%[activator] | -5% | 4% | 15%
CC(=O)c1ccc(S(=O)c2ccccc2)cc1 (stereo not drawn)
    -19 | 10 | -2.9 | -1% | x | 4% | -8% | -2% | 1%
Cc1ccc(S(=O)(=O)CCC(=O)c2ccc(O)cc2O)cc1
    5 | -59* | -1.1 | -25% | -15 | -48% | u | u | -17%
Cc1ccc(C)c(OCCC(=O)OCC(=O)Nc2cccnc2Cl)c1
    -4 | -10 | 0.4 | -6% | 6 | -14% | -9% | 10% | -13%
CCO[C@@H]1OC(C(=O)NCc2ccccc2)=C[C@H](C2CCCCC2)[C@H]1CCCO
    -7 | -15 | 0.5 | 5% | 3 | u | -5% | 3% | 15%
CCOC(=O)C1CCN(C(=O)c2ccc(OCC(=O)N3CCOCC3)c(OC)c2)CC1
    4 | -17 | -0.2 | 14% | -4 | 37%[activator] | -10% | 14% | 10%
CCC(=O)Nc1c(C)nn(-c2ccc(C)c(C)c2)c1C
    0 | 9 | -0.7 | -3% | 0 | 12% | 0% | 2% | -2%
CCOC(=O)c1[nH]c2ccccc2c1N=CN(CC)CC
    -3 | -19 | -2.0 | -1% | -1 | -19% | -5% | 3% | -12%
COc1ccc(P(=O)(COc2ccc([N+](=O)[O-])cc2)c2ccc(OC)cc2)cc1
    2 | 0 | 0.1 | 2% | 2 | -12% | -14% | -17% | 1%
Cc1cc(C(=O)Nc2cccc3c2O[C@@H](CN(C)S(=O)(=O)c2ccccc2)[C@H](C)CN([C@@H](C)CO)C3=O)n(C)n1
    7 | 22 | 0.1 | 6% | -1 | 1% | -4% | -1% | -2%
CC(C)(C)c1ccc(S(=O)(=O)c2cn(CC(=O)Nc3ccccc3)c3ccccc3c2=O)cc1
    -8 | x | x | x | x | -7% | x | 0% | 0%
Cc1ccc(S(=O)(=O)NCC(=O)N(CC(=O)NC2CCCCC2)Cc2ccco2)cc1
    -4 | -24 | 2.0 | -26% | 14 | -18% | -8% | 1% | 5%
COc1ccc(C)cc1NC(=O)CCCN1C(=O)CN(C)C1=O
    2 | 19 | -0.1 | 8% | -2 | 7% | 1% | 4% | -2%
COc1ccc(OC)c(S(=O)(=O)N(C)CC(=O)N2CCCCC2)c1
    2 | -16 | -4.9 | -4% | 0 | 6% | -18% | -3% | -4%
CCOc1ccc(NS(=O)(=O)c2ccc3c(c2)N(C(C)=O)CCS3)cc1
    -1 | 29 | -1.1 | -5% | -22 | 7% | 27µM* | -6% | -4%
COc1ccc(N2CCN(C(=O)c3ccc4c(c3)CCN4S(C)(=O)=O)CC2)cc1
    -7&3 | 1 | -2.4 | 2% | -1 | 18%&0% | 4% | -3%&-8% | 0%
CCS(=O)(=O)c1ccc(O)c(NC(=O)c2cc(-c3ccccn3)nc3ccccc23)c1
    -1 | 0 | 1.1 | -14% | u | 10% | -13% | 8% | -3%
COCCn1c(SCc2cnc(-c3ccccc3)s2)nnc1-c1ccncc1
    -5 | 6 | -0.5 | -16% | -8 | -7% | 27µM* | 18% | 17%
Cc1cn(CC(=O)NCCN2CCOCC2)c(=O)[nH]c1=O
    13 | 17 | 1.1 | -7% | -3 | 4% | -3% | 2% | -3%
O=C(CCC(=O)N1CCN(c2cccc(Cl)c2)CC1)N1CCN(c2ccccc2)CC1
    6 | 1 | 0.2 | -7% | 8 | u | -10% | 1% | 2%
Cc1csc(NC(=O)c2ccco2)c1C(=O)c1ccccc1
    -10 | -12 | -0.9 | -8% | 4 | 38% | -14% | -2% | 10%
O=C1CC2(CCN(S(=O)(=O)c3ccccc3)CC2)Oc2ccccc21
    -21 | u | -0.2 | 2% | -3 | -16% | -1% | 18% | -1%
O=C(COC(=O)c1cc[n+]([O-])cc1)Nc1cccc(F)c1
    -5 | -12 | 1.7 | 0% | -8 | 2% | -2% | -1% | -3%
O=C(C1CCN(S(=O)(=O)c2ccccc2F)CC1)N1CCc2ccccc2C1
    -7 | 5 | 0.2 | -8% | 2 | -9%[7.66 µM] | 7% | -2%[7.66 µM] | 0%
